SENP7 block = SENP7 protease inhibitors, primary screen, biochemical, luminescence, uHTS; inhibition, % at 5 µM; recombinant SENP7, Z-RLRGG-aminoluciferin luminescence, 40 min; Sentrin-specific protease 7 (Homo sapiens), Q9BQF6; 1.5% of 330,000 active;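 active = inhibition above about 50% at the single test dose, limit read from the data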;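 note: plate controls were DMSO with enzyme for no effect and no enzyme buffer wells for full effect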
SENP8 block-1 = SENP8 protease inhibitors, primary screen, biochemical, luminescence; Sentrin-specific protease 8 (Homo sapiens), Q96LD8; purified SENP8, Z-RLRGG-aminoluciferin cleavage; inhibition, % at 10 µM; 1.2% of 330,000 active; AID 2540, 2010; in the data active = inhibition above about 50%
Target sequence (Q96LD8 whole entry, looked up): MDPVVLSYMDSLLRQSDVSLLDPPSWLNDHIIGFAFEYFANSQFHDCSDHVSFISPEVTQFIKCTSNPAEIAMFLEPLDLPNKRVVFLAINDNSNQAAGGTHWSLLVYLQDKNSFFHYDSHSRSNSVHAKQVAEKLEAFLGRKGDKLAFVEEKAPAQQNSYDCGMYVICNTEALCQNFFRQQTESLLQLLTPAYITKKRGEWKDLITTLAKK
Apaf-1 inh = inhibitors of human Apaf-1 apoptosome, primary screen, biochemical, DEVD-Rh110 fluorescence, uHTS; reconstituted apoptosome caspase-3 activity; inhibition, % at 20 µM; Apoptotic protease-activating factor 1 (Homo sapiens), O14727; AID 489030, 2010; 0.71% of 330,000 active; active = inhibition of at least 40% at 20 µM;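 note: plate controls were DMSO wells for no effect and DEVD-CHO caspase inhibitor wells for full effect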
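System: Apoptosome proteins | Medium: Hepes pH 7.5 with detergent and BSA | Also added: Cytochrome c trigger plus (Z-DEVD)2-Rh110 caspase-3 substrate | Incubation: 30 min compound preincubation, 50 min activation, room temperature | Detection: Rhodamine 110 fluorescence at Ex 480/Em 540 nm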
APOBEC3G inh = APOBEC3G DNA deaminase inhibitors, primary screen, biochemical, fluorescence, single-stranded DNA substrate, uHTS; DNA dC->dU-editing enzyme APOBEC-3G (Homo sapiens), Q9HC16; recombinant A3G, ssDNA deamination FAM/TAMRA fluorescence; inhibition, % at 20 µM; 0.28% of 330,000 active; AID 493012, 2011;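 active = inhibition of at least 40% at 20 µM, with no more than 30% in the related APOBEC3A deaminase screen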;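 note: plate controls were DMSO wells with A3G for no effect and wells lacking A3G enzyme for full effect; some compounds called inactive have numbers as strong as hits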
Target sequence (Q9HC16 whole entry, looked up): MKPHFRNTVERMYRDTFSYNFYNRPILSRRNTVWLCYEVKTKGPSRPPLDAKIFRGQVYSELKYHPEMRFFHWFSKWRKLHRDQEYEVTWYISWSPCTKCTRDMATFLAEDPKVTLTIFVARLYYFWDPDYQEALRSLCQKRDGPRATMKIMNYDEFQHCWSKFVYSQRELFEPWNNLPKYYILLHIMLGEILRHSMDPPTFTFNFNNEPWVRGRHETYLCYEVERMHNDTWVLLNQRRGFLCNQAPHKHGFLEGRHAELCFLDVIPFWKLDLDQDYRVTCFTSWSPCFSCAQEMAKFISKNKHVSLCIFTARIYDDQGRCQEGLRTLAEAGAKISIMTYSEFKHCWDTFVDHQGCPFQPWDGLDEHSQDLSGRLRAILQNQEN
SENP1 inh = human SENP1 catalytic domain inhibitors, primary screen, biochemical, FRET, uHTS; inhibition, % at 10 µM; 0.21% of 360,000 active; recombinant SENP1 catalytic domain, CyPet-SUMO1-YPet FRET cleavage;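 active = inhibition at least 30% at 10 µM, raw YFP signal under a set limit, fluorescence ratio 0.5 to 1.5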;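 note: 0% = enzyme with DMSO and 100% = no enzyme wells; some results filed as inactive read as strong as hits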
Target sequence (Q9P0U3 419-644 limits assumed): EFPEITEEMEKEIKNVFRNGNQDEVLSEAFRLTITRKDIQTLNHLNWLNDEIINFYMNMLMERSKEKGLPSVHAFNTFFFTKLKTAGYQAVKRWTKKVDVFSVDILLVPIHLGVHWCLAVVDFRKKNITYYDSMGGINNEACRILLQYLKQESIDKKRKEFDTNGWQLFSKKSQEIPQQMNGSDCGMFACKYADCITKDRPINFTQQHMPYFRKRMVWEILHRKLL
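System: Recombinant human SENP1 catalytic domain, His6-tagged | Incubation: Enzyme reaction for 50 min at room temperature, dark | Medium: Tris pH 8 with BME, BSA, NP40 and catalase | Also added: 25 nM SUMO1 FRET substrate | Compound: 10 µM single point, 0.5% DMSO | Measured by: FRET fluorescence in CFP and YFP emission channels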
SENP8 block-2 = human SENP8 protease inhibitors, primary screen, biochemical, fluorescence, Nedd8 protein substrate, uHTS. 0.64% of 360,000 active. AID 602440, 2012. inhibition, % at 20 µM. recombinant SENP8; in the data active = inhibition mostly above about 40%, no sharp cut-off; inactive = mostly below about 27%
UBC13 inh = UBC13 polyubiquitin chain formation inhibitors, primary screen, biochemical, TR-FRET, uHTS; Ubiquitin-conjugating enzyme E2 N (Homo sapiens), P61088; inhibition, % at 20 µM; 0.47% of 330,000 active; in the data active = inhibition above about 45%, passing the limit was not always enough
Target sequence (P61088 whole entry, looked up): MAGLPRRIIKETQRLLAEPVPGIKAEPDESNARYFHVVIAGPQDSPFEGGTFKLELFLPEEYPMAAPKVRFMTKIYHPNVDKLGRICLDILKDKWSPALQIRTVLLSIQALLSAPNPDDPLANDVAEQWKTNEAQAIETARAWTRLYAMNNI
SENP6 inh = SENP6 protease inhibitors, primary screen, biochemical, luminescence, uHTS. inhibition, % at 10 µM. AID 2599, 2010. Sentrin-specific protease 6 (Homo sapiens), Q9GZR1. Recombinant SENP6 catalytic domain, aminoluciferin luminescence. 1.8% of 330,000 active;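 active = inhibition above about 50% at the single tested dose, limit read from the data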;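 note: plate controls were DMSO wells with enzyme for no effect and DMSO wells lacking enzyme for full effect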
An asterisk follows results filed as active; i = inactive.

SMILES	SENP7 block	SENP8 block-1	Apaf-1 inh	APOBEC3G inh	SENP1 inh	SENP8 block-2	UBC13 inh	SENP6 inh
COc1cc(C(=O)Nc2ccc3c(c2)OCCO3)ccc1OC(F)F	77*	62*	2	-6	2	11	-8	82*
CCOC(=O)c1oc2ccccc2c1NC(=O)CCl	-6	5	6	-6	2	3	7	-17
COc1ccc(-c2noc(CSc3nc4sc(C)c(C)c4c(=O)n3-c3ccccc3)n2)cc1OC	6	15	-20	-8	1	8	-9	-27
CCCc1nnc(NC(=O)c2ccc([N+](=O)[O-])cc2)s1	-3	-10	10	-6	2	19	-12	-20
COc1ccc(C(=O)Nc2ccnn2C2CCN(C(=O)c3cccnc3)CC2)cc1	-4	-2	7	-4	3	10	0	-1
O=C(CN1C(=O)CCC1=O)Nc1nc(-c2ccccn2)cs1	-9	0	0	-9	0	18	-16	11
CCn1c(C)nc2cc(OC)ccc21	5	0	9	-4	2	9	2	-13
Cc1cccn2cc(CNS(=O)(=O)c3cccc(F)c3)nc12	-7	-14	11	-4	1	4	-6	-4
COc1ccc(OCC(=O)Nc2cc(-c3nn(C)c(=O)c4ccccc34)ccc2OC)cc1	6	0	17	-2	-7	-26	44	2
CCOc1ccc(-n2c(N)c(C(=O)NCc3cccnc3)sc2=S)cc1	3	4	5	-3	3	27	-6	-14
O=C(COc1ccccc1)N1CCN=C1SCc1ccc(F)cc1	3	-2	56*	-4	3	5	15	-11
CN(C)C(CNC(=O)c1ccc(S(=O)(=O)Nc2cccc(C(F)(F)F)c2)cc1)c1ccco1 (configuration not stated)	2	0	17	-9	-30	-93	2	2
COc1ccc(C(=O)Nc2cc(OC)cc(OC)c2)cc1	89*	81*	4	-11	3	15	7	87*
O=C(c1cc2cc3ccc(Cl)cc3nc2o1)N1CCCCCC1	8	0	6	-7	-1	13	7	0
Cc1oc(-c2ccccc2)cc1C(=O)Nc1cccc(C(=O)O)c1	-3	-14	-5	-3	-2	-7	-5	-18
CCOCCCN(C)C1CCN(C(=O)c2oc3ccccc3c2NC(=O)c2ccc([N+](=O)[O-])cc2)CC1	-5	-6	1	-8	1	20	8	1
COc1ccc(NC(=O)C(CC(=O)O)C(C)c2ccccc2)cc1 (configuration not stated)	-1	2	-35	-6	-1	-6	3	9
NC(=O)c1ccsc1NC(=O)CS(=O)(=O)c1ccc(Cl)cc1	4	-3	6	-1	1	17	-3	-21
CC1CCCC(C)N1C(=O)COc1ccc([N+](=O)[O-])cc1Cl (configuration not stated)	3	0	-1	-4	2	12	0	-4
O=C(CSc1n[nH]c(-c2ccc(Br)cc2)n1)N1CCOCC1	3	-14	9	-6	-2	10	-7	-11
COCCNC(=O)c1ccc(NS(C)(=O)=O)cc1	-6	-7	0	-2	1	16	-1	-19
CC(=O)Nc1ccc(S(=O)(=O)N(C)CC(=O)OCC(=O)Nc2cccnc2Cl)cc1	4	-6	-5	-5	-1	20	1	7
COc1ccc(C(=O)N(C)CC2CCN(CCc3cccc(C(F)(F)F)c3)CC2)cc1C	4	5	7	10	-7	7	2	-10
CC(C)[C@H](NC(=O)c1ccco1)C(=O)OCC(=O)NC12CC3CC(CC(C3)C1)C2	-6	-4	7	-2	-1	21	-19	-16
CC(C)Cc1nc2oc3c(Cl)ncnc3c2c2c1CCC2	-5	-12	21	0	1	-1	4	-22

Following part.
SMILES	SENP7 block	SENP8 block-1	Apaf-1 inh	APOBEC3G inh	SENP1 inh	SENP8 block-2	UBC13 inh	SENP6 inh
CC(=O)c1ccccc1NC(=O)CSc1nnc(Cc2csc(C)n2)o1	-3	-12	6	2	1	-61	2	-7
CCC(C)[C@H](NC(=O)Nc1ccccc1F)C(=O)OC (some centres not stated)	-4	8	-10	-9	-1	7	0	-6
COc1ccc(C2=CC3=C(Br)C(=O)C(C)(OC(=O)C4CCCC4)C(=O)C3=CO2)cc1 (configuration not stated)	0	23	7	1	-26	-129	-6	18
CCOC(=O)c1sc(=NC(=O)c2cc(OC)c(OC)c(OC)c2)n(C)c1C	-5	2	-14	-4	-4	-280	15	1
CCCn1ncc(CN2CCC(CO)(CC3CCCCO3)CC2)c1C (configuration not stated)	-6	-3	0	-2	1	14	4	10
O=C(COc1ccccc1Cl)Nc1ccccc1C(=O)N1CCCCC1	2	3	3	2	1	16	-5	-2
COc1cccc2cc(C(=O)N(C)C)c(=O)oc12	2	5	-1	0	1	-8	6	10
COCCNC(=O)C(c1ccco1)N(Cc1ccc(OC)cc1)C(=O)Cn1nnc2ccccc21 (configuration not stated)	-1	5	-8	-2	1	18	10	-5
S=c1[nH]nc(-c2ccncc2)n1Cc1ccccc1	-11	11	-23	32	0	-11	2	-7
COc1ccc(C(=O)C2CCCN(C(=O)c3cccs3)C2)cc1F (configuration not stated)	13	3	10	-6	2	14	-6	15
Fc1ccc(Nc2cccc3nccnc23)cc1	25	1	8	-5	16	15	-6	39
O=C(NCCc1ccccc1)C(=O)c1c(-c2ccccc2)cc2ccccn12	-5	-12	17	-3	2	13	-14	-6
COc1ccccc1Oc1ccnc2cc(Cl)ccc12	9	-3	29	-9	1	17	9	-16
COc1ccc(/C=C(/NC(=O)c2ccccc2)C(=O)NC(Cc2c[nH]c3ccccc23)C(=O)O)cc1 (configuration not stated)	-1	-3	-4	-7	-3	-8	0	-10
CC(=O)c1ccc(S(=O)(=O)Nc2ccc(C(=O)NC3CC3)cc2)cc1	16	-15	-5	-7	2	-12	-6	-12
C=CCOn1c(C)c(C(C)=O)c2c3nonc3ccc21	4	1	36	0	-11	i	-22	10
CC(C)(C)c1ccc(C2=CC(c3ccccc3F)n3ncnc3N2)cc1 (configuration not stated)	-6	-20	21	-11	-26	-136	13	-14
Cc1ccccc1CNC(=O)c1ccccc1NS(C)(=O)=O	8	1	8	-5	2	-278	18	-1
O=C(NCc1ccc2c(c1)OCO2)c1cccc(C(=O)NCc2ccc3c(c2)OCO3)c1	1	5	9	-4	1	15	3	6
NC(=O)NC(CC(=O)N1CCc2ccccc2C1)c1ccc(Cl)cc1 (configuration not stated)	-1	2	6	-3	-1	0	-4	6
O=C(Nc1cccc(C(F)(F)F)c1)c1cnccn1	-10	4	-51	1	2	10	-2	22
COc1cccc2cc(C(=O)NC3CC4CCC3C4)oc12 (configuration not stated)	-11	-9	-2	-1	0	1	4	3
O=C(Cc1ccccc1[N+](=O)[O-])OCN1C(=O)c2ccccc2C1=O	-1	-3	10	-4	4	11	-3	-5
CC(C)(C)NC(=O)C(c1ccc(Cl)cc1)N(Cc1ccco1)C(=O)CCl (configuration not stated)	2	-15	-10	-4	0	9	8	14
CCc1ncc(/C=C2\C(=O)Nc3ccccc32)[nH]1	13	7	-15	-8	9	12	-15	31

Other records.
SMILES	SENP7 block	SENP8 block-1	Apaf-1 inh	APOBEC3G inh	SENP1 inh	SENP8 block-2	UBC13 inh	SENP6 inh
O=C(c1ccccc1SCc1ccccc1)N1CCCCCC1	9	4	9	2	2	12	5	14
COc1ccc(N2CCSC2C(=O)NN)cc1 (configuration not stated)	-1	3	-5	-5	1	12	6	4
Nc1ncc(Br)cc1N=Cc1ccccc1	17	28	62*	-6	16	27	-22	72*
O=C(c1ccccc1)N1CCN(C(=O)c2nn3c(C(F)(F)F)cc(-c4ccccc4)nc3c2Br)CC1	0	-7	15	-9	-10	-18	5	-2
Cc1cc(NC(=O)CN2C(=O)NC(C)(c3ccc(OC(F)F)cc3)C2=O)no1 (configuration not stated)	0	3	5	-1	3	18	-2	-13
C=CCNc1nc2c(c(=O)[nH]c(=O)n2C)n1CC(O)COc1ccc2ccccc2c1 (configuration not stated)	13	-3	-6	-5	0	15	4	-2
O=C1C=C(c2ccccc2)OC(c2ccccc2)O1 (configuration not stated)	4	0	-5	-2	2	3	-2	10
Cc1cccc(OCC(=O)N2CCN(C(=O)c3ccco3)CC2)c1	4	3	3	-3	1	18	4	-4
CCCCn1c(=O)c(-c2ccccc2)c(O)c2ccccc21	-11	-2	4	-5	2	-305	4	-9
Cc1cnc(NC(=O)CCN2C(=O)C3CCCCC3C2=O)s1 (configuration not stated)	6	4	-4	-3	0	8	-2	-5

A portion from the list above, as a working copy:
SMILES	SENP7 block	SENP8 block-1	Apaf-1 inh	APOBEC3G inh	SENP1 inh	SENP8 block-2	UBC13 inh	SENP6 inh
Cc1ccccc1CNC(=O)c1ccccc1NS(C)(=O)=O	8	1	8	-5	2	-278	18	-1
O=C(NCc1ccc2c(c1)OCO2)c1cccc(C(=O)NCc2ccc3c(c2)OCO3)c1	1	5	9	-4	1	15	3	6
NC(=O)NC(CC(=O)N1CCc2ccccc2C1)c1ccc(Cl)cc1 (configuration not stated)	-1	2	6	-3	-1	0	-4	6
O=C(Nc1cccc(C(F)(F)F)c1)c1cnccn1	-10	4	-51	1	2	10	-2	22
COc1cccc2cc(C(=O)NC3CC4CCC3C4)oc12 (configuration not stated)	-11	-9	-2	-1	0	1	4	3
O=C(Cc1ccccc1[N+](=O)[O-])OCN1C(=O)c2ccccc2C1=O	-1	-3	10	-4	4	11	-3	-5
CC(C)(C)NC(=O)C(c1ccc(Cl)cc1)N(Cc1ccco1)C(=O)CCl (configuration not stated)	2	-15	-10	-4	0	9	8	14
CCc1ncc(/C=C2\C(=O)Nc3ccccc32)[nH]1	13	7	-15	-8	9	12	-15	31
O=C(c1ccccc1SCc1ccccc1)N1CCCCCC1	9	4	9	2	2	12	5	14
COc1ccc(N2CCSC2C(=O)NN)cc1 (configuration not stated)	-1	3	-5	-5	1	12	6	4
Nc1ncc(Br)cc1N=Cc1ccccc1	17	28	62*	-6	16	27	-22	72*
O=C(c1ccccc1)N1CCN(C(=O)c2nn3c(C(F)(F)F)cc(-c4ccccc4)nc3c2Br)CC1	0	-7	15	-9	-10	-18	5	-2
Cc1cc(NC(=O)CN2C(=O)NC(C)(c3ccc(OC(F)F)cc3)C2=O)no1 (configuration not stated)	0	3	5	-1	3	18	-2	-13
C=CCNc1nc2c(c(=O)[nH]c(=O)n2C)n1CC(O)COc1ccc2ccccc2c1 (configuration not stated)	13	-3	-6	-5	0	15	4	-2
O=C1C=C(c2ccccc2)OC(c2ccccc2)O1 (configuration not stated)	4	0	-5	-2	2	3	-2	10

Results in SENP8 block-2 and UBC13 inh, for some of the entries so far:
smiles	SENP8 block-2	UBC13 inh
COc1ccc(N2CCSC2C(=O)NN)cc1 (configuration not stated)	12	6
Nc1ncc(Br)cc1N=Cc1ccccc1	27	-22
